MsrA act = bovine MsrA enzyme activators, primary screen, biochemical, absorbance, HTS. Methionine sulfoxide reductase A (Bos taurus). AID 602163, 2012. activation, % at 10.6 µM. hit rate 0.3% among 360,000. purified bovine MsrA, absorbance read-out; in the data active = activation above about 7.5%;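 note: 0% = vehicle and 100% = reference activator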
eLon inh = inhibitors of E. coli Lon protease, primary screen, biochemical, fluorescence polarization; inhibition, % at 7.94 µM; purified E. coli Lon protease; P0A9M0; hit rate 0.42% among 360,000; in the data active = inhibition above about 13%, passing the limit was not always enough;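 note: 0% = enzyme with probe and DMSO and 100% = no enzyme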
MsrA inhibitor = bovine MsrA enzyme inhibitors, primary screen, biochemical, absorbance, HTS; Methionine sulfoxide reductase A (Bos taurus); purified bovine MsrA, absorbance read-out; inhibition, % at 15.5 µM; hit rate 0.75% among 360,000; AID 651718, 2012; in the data active = inhibition above about 4.5%;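 note: 0% = vehicle wells with enzyme and 100% = reference inhibitor wells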
FAS TE block = FAS thioesterase domain inhibitors, primary screen, biochemical, fluorescence intensity, uHTS; Fatty acid synthase (Homo sapiens), P49327; recombinant FAS-TE, OMFH fluorogenic substrate, fluorescence endpoint; inhibition, % at 15 µM; hit rate 0.67% among 360,000;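 active = compounds whose normalised, plate-corrected inhibition of enzyme fluorescence in the single-dose primary screen is 50% or more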;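 note: 0% = DMSO with enzyme and 100% = substrate without enzyme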
SKN-1 block = suppressors of acrylamide-induced Pgst-4::GFP reporter in worms, primary screen, SKN-1 inhibitor project, whole organism, uHTS, GFP/RFP fluorescence ratio, strain VP596. inhibition, % at 21.8 µM. AID 624304, 2012. hit rate 0.49% among 360,000. C. elegans VP596 Pgst-4::GFP/RFP ratio, 24 h;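 active = interference check ratio from 0.5 to 1.5 plus GFP to RFP signal ratio inhibition reaching or exceeding a fixed threshold, cut at about 30% in these data, passing the limit was not always enough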; note: some compounds called inactive have numbers as strong as hits
MT1-MMP act inh = blockers of MT1-MMP proenzyme processing, primary screen, HT1080 RFP-PRO-GFP cells, GFP/RFP fluorescence | GFP/RFP ratio change, % at 20 µM | hit rate 0.061% among 360,000 | Matrix metalloproteinase-14 (Homo sapiens), P50281 | GFP/RFP ratio fluorescence, overnight; percent of plate control window, DMSO zero;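 active = GFP/RFP ratio change of at least 30% with cell ATP level not reduced by more than half and red fluorescence within 50% of control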; note: strong numbers were not always called active
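Assay system: RFP-PRO-GFP reporter HT1080 cells; read-out basis: GFP/RFP fluorescence ratio; benchmarks: DMSO wells and RFP-L50D-GFP cells; doses: 20 µM single dose, 1% DMSO; schedule: overnight cell settling, then overnight compound exposure, 37 °C, 5% CO2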
TbMetRS inhib = T. brucei MetRS inhibitors, primary screen, biochemical, luminescence; methionyl-tRNA synthetase (Trypanosoma brucei brucei); purified T. brucei MetRS, ATP depletion, Kinase-Glo luminescence; inhibition, % at 11.9 µM; hit rate 0.4% among 360,000;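 active = inhibition above a per-plate cutoff of the control wells' mean inhibition plus 3 SD, cut at about 5.5% in these data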;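 note: 0% = DMSO wells median and 100% = median of wells with control inhibitor compound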
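Dosing: 11.9 µM compound single dose, 0.9% DMSO; Assay system: purified T. brucei MetRS enzyme; Measured by: Kinase-Glo luciferase luminescence reporting remaining unconsumed ATP; Schedule: 15 min plus 2 h at 25 °C.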
NRP1-CendR mod = modulators of CendR peptide binding to NRP-1, primary screen, biochemical, fluorescence polarization, uHTS | Neuropilin-1 (Homo sapiens), O14786 | FAM-RPARPAR peptide binding to NRP-1 | inhibition, % at 25 µM | hit rate 0.85% among 360,000;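 active = inhibition or corrected inhibition above about 18%, plus a signal ratio from 0.5 to 1.5, limit read from the data, passing the limit was not always enough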; note: strong numbers were not always called active
Target sequence (O14786 whole entry, looked up): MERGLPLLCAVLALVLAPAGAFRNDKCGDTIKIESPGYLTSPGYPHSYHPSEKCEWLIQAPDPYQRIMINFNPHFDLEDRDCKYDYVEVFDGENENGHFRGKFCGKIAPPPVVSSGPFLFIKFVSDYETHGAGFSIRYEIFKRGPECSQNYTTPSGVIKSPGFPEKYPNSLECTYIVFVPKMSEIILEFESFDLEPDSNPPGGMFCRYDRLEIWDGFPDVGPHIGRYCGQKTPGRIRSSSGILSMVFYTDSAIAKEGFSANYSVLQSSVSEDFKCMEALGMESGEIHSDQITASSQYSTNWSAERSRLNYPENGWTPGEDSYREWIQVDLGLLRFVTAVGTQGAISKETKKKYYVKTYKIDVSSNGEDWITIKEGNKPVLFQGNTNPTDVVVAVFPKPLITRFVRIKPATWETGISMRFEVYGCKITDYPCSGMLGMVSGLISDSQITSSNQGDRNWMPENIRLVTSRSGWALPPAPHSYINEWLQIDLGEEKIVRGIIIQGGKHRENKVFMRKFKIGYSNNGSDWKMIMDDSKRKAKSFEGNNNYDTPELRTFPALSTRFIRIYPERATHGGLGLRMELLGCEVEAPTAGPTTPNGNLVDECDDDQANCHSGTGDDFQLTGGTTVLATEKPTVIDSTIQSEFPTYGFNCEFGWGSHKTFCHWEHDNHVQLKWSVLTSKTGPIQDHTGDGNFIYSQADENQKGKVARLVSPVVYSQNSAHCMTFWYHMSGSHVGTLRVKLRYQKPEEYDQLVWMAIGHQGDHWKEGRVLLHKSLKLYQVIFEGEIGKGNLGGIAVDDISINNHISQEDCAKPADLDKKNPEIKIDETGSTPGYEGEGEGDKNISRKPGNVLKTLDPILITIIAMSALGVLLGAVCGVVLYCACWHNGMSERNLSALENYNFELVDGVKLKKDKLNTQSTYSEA
MLLE-PAM2 inh = inhibitors of PABP1 MLLE–PAM2 peptide binding, primary screen, biochemical, fluorescence polarization, FITC-PAM2, GST-MLLE | Polyadenylate-binding protein 1 (Homo sapiens), P11940 | inhibition, % at 20 µM | hit rate 0.36% among 360,000 | AID 588489, 2011; in the data active = inhibition above about 35%, passing the limit was not always enough;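 note: plate controls were DMSO wells with GST-MLLE for no effect and wells lacking GST-MLLE protein for full effect; some results filed as inactive read as strong as hits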
Numbers without * were called inactive. An unsorted share of the library. Share with any hit: about 4%.

SMILES	MsrA act	eLon inh	MsrA inhibitor	FAS TE block	SKN-1 block	MT1-MMP act inh	TbMetRS inhib	NRP1-CendR mod	MLLE-PAM2 inh
COCCCNCCOc1ccc(C(C)(C)c2ccccc2)cc1	1	-3	-1.4	-10	6	1	-0.2	19	7
O=C(O)CN1C(=O)C(=O)N(Cc2ccccc2F)C1=O	-5	0	-0.9	-5	1	1	-0.4	-1	1
CN(C(=O)CN1C(=O)NC2(CCCc3ccccc32)C1=O)C1CCCCC1 (stereo unspecified)	-1	0	0.3	-2	18	1	-0.1	6	6
COCCn1c(SCCOc2ccccc2)nc2ccccc2c1=O	-3	-1	1.3	35	10	-6	-0.2	-9	2
COc1ccc(-c2cc(=O)n(CCC#N)[nH]2)cc1	1	-7	0.3	-7	6	7	16*	-13	23
COc1ccc(N(C)C(=O)CCS(=O)(=O)c2cccc3nsnc23)cc1	6	-2	-1.2	-2	-1	-5	-0.9	8	16
COc1ccc(NC(=O)C2CCN(S(=O)(=O)c3cccc4nonc34)CC2)c(OC)c1	-4	-2	-0.9	3	7	-3	-0.8	-4	0
CC(C)c1ccc(NC(=O)CN2C(=O)c3ccccc3S2(=O)=O)cc1	-3	2	0.8	11	6	-1	-0.1	4	1
CCOc1ccc(N(CC(=O)Nc2ccccc2C(=O)NCc2ccco2)S(C)(=O)=O)cc1	-5	2	-1.5	7	-17	3	-0.4	-14	-2
CCOC(=O)c1c(NC(=O)CSc2nnc(-c3cccc(C)c3)n2CC)sc(C(C)=O)c1C	0	-1	-0.4	37	22	-2	-1.2	-22	-28
CN(CCOc1ccccc1)S(=O)(=O)c1ccc2oc3ccccc3c2c1	-9	-2	0.1	26	-24	4	-2.4	2	2
COc1ccccc1-c1csc(NC(=O)c2cc(-c3cccs3)nc3ccccc23)n1	-4	-29	3.5	35	6	-3	-0.3	17	3

Entries of single compounds as entered above. Order of values: MsrA act, eLon inh, MsrA inhibitor, FAS TE block, SKN-1 block, MT1-MMP act inh, TbMetRS inhib, NRP1-CendR mod, MLLE-PAM2 inh
CN(C(=O)CN1C(=O)NC2(CCCc3ccccc32)C1=O)C1CCCCC1 (stereo unspecified) is listed as -1, 0, 0.3, -2, 18, 1, -0.1, 6, 6
COCCn1c(SCCOc2ccccc2)nc2ccccc2c1=O is listed as -3, -1, 1.3, 35, 10, -6, -0.2, -9, 2
COc1ccc(NC(=O)C2CCN(S(=O)(=O)c3cccc4nonc34)CC2)c(OC)c1 is listed as -4, -2, -0.9, 3, 7, -3, -0.8, -4, 0
CCOC(=O)c1c(NC(=O)CSc2nnc(-c3cccc(C)c3)n2CC)sc(C(C)=O)c1C is listed as 0, -1, -0.4, 37, 22, -2, -1.2, -22, -28
COc1ccc(N(C)C(=O)CCS(=O)(=O)c2cccc3nsnc23)cc1 is listed as 6, -2, -1.2, -2, -1, -5, -0.9, 8, 16

Back to the main list with the 2 entries that preceded the break.
SMILES	MsrA act	eLon inh	MsrA inhibitor	FAS TE block	SKN-1 block	MT1-MMP act inh	TbMetRS inhib	NRP1-CendR mod	MLLE-PAM2 inh
CN(CCOc1ccccc1)S(=O)(=O)c1ccc2oc3ccccc3c2c1	-9	-2	0.1	26	-24	4	-2.4	2	2
COc1ccccc1-c1csc(NC(=O)c2cc(-c3cccs3)nc3ccccc23)n1	-4	-29	3.5	35	6	-3	-0.3	17	3
CC(C)Nc1nc(NC(C)C)nc(N(C#N)CCOc2ccc(Cl)cc2Cl)n1	-5	3	1.3	31	-9	-20	-1.4	12	-15
CCc1ccccc1N(C(=O)c1cccs1)C1C=CS(=O)(=O)C1 (stereo unspecified)	-4	-7	0.4	-5	10	4	0.1	-4	3
CCN1C(=O)c2cccc3c(S(=O)(=O)NC(Cc4ccccc4)C(=O)O)ccc1c23 (stereo unspecified)	-3	-9	0.4	-8	-6	0	0.2	-2	13
Cc1[nH]c2ccc(C(=O)N3CCN(c4ccc(F)cc4)CC3)cc2c1C	-8	2	-0.4	2	0	3	-0.7	-1	-18
CC(=NCCCNC1CCCCC1)C1=C(O)CC(C)(C)CC1=O	1	-1	1.6	-8	-15	3	-0.1	5	-12
Cc1noc(C)c1COc1cccc(C(=O)NCc2cccc(Cl)c2)c1	-6	-6	-0.7	8	22	4	4.4	-13	-11
CCOc1ccc(CCNC(=O)Cn2nc(C)c3c(C)n(-c4ccccc4)nc3c2=O)cc1	-7	0	0.2	-8	4	1	-0.7	-22	-9
N#C/C(=C/c1ccccc1)C(=O)NCc1ccccc1	-8	6	1.7	5	-9	-1	-1.0	-4	-2
O=C(O)CSc1ncn[nH]1	-7	-6	0.9	-4	-12	4	-1.4	1	-1
CCOc1ccc(/C(CCC(=O)O)=N/NC(=S)NC(C)C)cc1	-9	4	0.5	1	3	-2	-0.4	-3	14
Cc1cccc(C(=O)OCC(=O)Nc2sc3c(c2C#N)CCC3)c1	-7	-14	2.1	-8	-7	-2	-0.4	-5	-14
COc1ccccc1C(=O)NC(=O)CSc1nc2nc(C)cc(C)n2n1	-3	-9	0.0	-6	0	0	-0.5	2	5
O=c1c2ccccc2nc2ccccn12	0	5	2.9	-4	7	0	-1.0	-3	-2
C1=CCC(/C=N/n2cnnc2)CC1 (stereo unspecified)	-8	2	-0.2	-12	-15	1	-2.4	-7	1
Cc1ccccc1NC(=O)Cn1nnc(C(=O)NCc2ccco2)c1N	-3	-10	0.8	6	2	1	0.0	1	-3
Cc1ccc(-c2nnn(CC(=O)N(c3ccc4c(c3)OCCO4)C(C(=O)NCC3CCCO3)c3ccc(F)cc3)n2)o1 (stereo unspecified)	-9	-4	1.2	4	0	-6	-0.8	12	-1
NS(=O)(=O)c1ccc(CNC(=O)C2CCCCC2)cc1	-4	3	-0.6	-8	1	2	0.5	-6	3
CCOC(=O)[C@H]1[C@H]2COc3ccccc3[C@@H]2N2C(=O)c3cc(C)ccc3NC(=O)[C@@]12C	-7	7	-0.8	0	0	-1	0.2	-4	-8
NC(=S)NN=C1c2cc(OCCN3CCOCC3)ccc2-c2ccc(OCCN3CCOCC3)cc21	2	-3	1.0	-2	15	15	0.4	2	35
Nc1nnc(SCC(=O)c2ccc([N+](=O)[O-])cc2)s1	2	-7	0.3	8	-2	7	-0.1	-10	11
COc1ccc(Cc2c(N)nc(C)nc2N)cc1	-4	-3	-0.8	-1	-1	-2	1.3	-8	4
Cc1ccccc1NC(=S)N1CCCCCC1	-1	6	-0.5	-2	12	1	0.3	14	-68
Cc1ccc(S(=O)(=O)NC2CC(C)(C)NC(C)(C)C2)cc1C	-2	-9	0.4	-3	15	0	-0.1	-4	-6
COCCN(C(=O)CNC(=O)c1ccco1)C(C(=O)NC1CCCCC1)c1cccs1 (stereo unspecified)	-2	3	-0.8	-2	-7	0	-0.3	2	1
COc1ccc(NC(=O)CC(Cc2ccc(Cl)cc2)C(=O)O)cc1 (stereo unspecified)	0	9	-0.4	-6	12	-2	0.6	1	3
O=C(CCCN1C(=O)c2cccc3cccc(c23)C1=O)NCc1ccco1	-3	3	3.4	1	-8	-2	0.0	4	4
CCN(c1ccccc1)S(=O)(=O)c1ccc(C(=O)NC2CCCCC2)cc1	-1	9	0.6	8	6	0	-0.3	2	18
NS(=O)(=O)c1ccc(N/N=C/c2ccc(C(=O)O)cc2)c([N+](=O)[O-])c1	-6	4	5.1*	-5	0	8	-0.5	16	15
Cc1ccc(OCc2nnc(SCC(=O)N3CCOCC3)n2C)cc1	-1	5	0.6	-4	0	3	-0.6	0	-3
Oc1cccc(C(=S)N2CCC(Cc3ccccc3)CC2)c1	-5	-5	-0.2	14	20	0	-0.4	16	28
O=C1COc2ccc(S(=O)(=O)N3CCCCC3)cc2N1	-2	1	0.0	-6	9	3	0.2	-23	-10
CCc1ccccc1S(=O)(=O)Cc1ccc(C(=O)NCC2CCCO2)o1 (stereo unspecified)	-11	0	1.3	-9	3	3	-1.0	-1	-3
Cc1ccc(S(=O)(=O)NC(CC(=O)NCc2ccco2)c2ccco2)cc1 (stereo unspecified)	-3	3	-0.6	-4	19	-7	-0.7	-14	3
COc1ccc(-n2c(=S)[nH]c3cc(C(=O)NCc4cccnc4)ccc3c2=O)cc1	-9	6	1.9	12	5	4	0.2	7	-2
COc1ccc(S(=O)(=O)N2CCCC(C(=O)N3CCOCC3)C2)cc1OC (stereo unspecified)	-1	0	1.4	-3	-15	-1	0.3	2	-1
CCCCOc1ccccc1C(=O)NCCCCCC(=O)O	-2	3	1.7	-3	2	-2	-0.1	3	-10

Some of the entries so far, bar-delimited.
SMILES | MsrA act | eLon inh | MsrA inhibitor | FAS TE block | SKN-1 block | MT1-MMP act inh | TbMetRS inhib | NRP1-CendR mod | MLLE-PAM2 inh
C1=CCC(/C=N/n2cnnc2)CC1 (stereo unspecified) | -8 | 2 | -0.2 | -12 | -15 | 1 | -2.4 | -7 | 1
Cc1ccccc1NC(=O)Cn1nnc(C(=O)NCc2ccco2)c1N | -3 | -10 | 0.8 | 6 | 2 | 1 | 0.0 | 1 | -3

Continued.
SMILES	MsrA act	eLon inh	MsrA inhibitor	FAS TE block	SKN-1 block	MT1-MMP act inh	TbMetRS inhib	NRP1-CendR mod	MLLE-PAM2 inh
Cc1cccc(OCC(=O)N2CCN(C(=O)COc3ccc(Cl)cc3)CC2)c1	0	-8	-1.8	-1	-6	4	0.0	-1	-3
O=C(Nc1ccc(CN2CCCCC2)cc1)Nc1ccc(Br)cc1Cl	-9	7	-0.1	1	-5	-6	-0.3	6	-8
CCn1cc(C(=O)O)c(=O)c2cnc(N3CCN(C(=S)NC(=O)c4ccc(F)c(F)c4)CC3)nc21	-2	-12	0.3	-3	11	-1	-0.2	-3	-37
Cn1cc(CCC(=O)NC2CC2)c2ccccc21	-2	0	1.2	-3	-8	7	-0.9	-13	9
Cn1nnnc1Sc1ncnc2scc(-c3cccc4c3sc3ccccc34)c12	-1	-16	-0.5	45	-5	-3	-0.3	7	4
O=c1ccn([C@@H]2O[C@H](CNS(=O)(=O)c3csc(-c4ccno4)c3)[C@@H](O)[C@H]2O)c(=O)[nH]1	-1	-9	-0.5	-8	-16	4	-0.2	-4	2
O=C1CC(c2cccc(Oc3ccccc3)c2)NC(=O)N1 (stereo unspecified)	1	4	0.9	-3	8	3	-0.2	17	-11
O=c1[nH]c2cc3c(cc2cc1CN(Cc1nnnn1CC1CCCO1)C1CCCCC1)OCO3 (stereo unspecified)	-4	24	3.3	-20	-1	-10	-0.2	14	72
COCC(C)n1c(C)cc(C(=O)COC(=O)c2ccc3c(c2)NC(=O)CS3)c1C (stereo unspecified)	-11	2	0.5	-5	1	1	-0.8	30*	39*

Compound activity deposited in PubChem BioAssay by several laboratories.
